Screening results as filed in PubChem BioAssay.
BRCA1 expr act: qHTS Assay to Identify Small Molecule Activators of BRCA1 Expression; MCF7-BRCA1-FFLuc reporter, luminescence, 48 h; response scale: scaled: vehicle 0%, 10 µM genistein 100%; Potency, µM (top dose mostly 46.1 µM), for inactives: top-dose activation, most hits filed as activators; hit rate 1.1% among 380,000; AID 624202, 2012; further: potency means the concentration at half of the fitted maximal effect; nearly all actives have a fitted effect of over 80% in size; some results filed as inactive show a strong effect at the top dose
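Cells: MCF7-BRCA1-FFLuc, 2000/well. Exposure: 48 h, 37 °C, 5% CO2. Read: luminescence, 15 min post-substrate. Controls: genistein 10 microM (maximal activation), DMSO (neutral).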
USP2a inh: qHTS Assay for Inhibitors of Ubiquitin-specific Protease USP2a Using CHOP2 as the Reporter; hit rate 0.01% among 330,000; USP2 core, Ub-CHOP2 coupled fluorogenic reporter, 485/531; Ubiquitin carboxyl-terminal hydrolase 2 (Homo sapiens), O75604; Potency, µM (doses to about 38.3 µM), for the others: at the highest dose activity change, negative = inhibition, actives largely listed as inhibitors; AID 463254, 2010;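 further: potency means the concentration at half of the fitted maximal effect; plate controls were DMSO wells for no effect and full inhibition by NEM control for full effect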
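Cell-free coupled assay: 10nM USP2 core preincubated 30min RT with compound in Tris-HCl pH 8.0/CaCl2/CHAPS buffer, then 25nM Ub-CHOP2 and 25nM reporter substrate; fluorescence (Ex 485/Em 531) read after 60min RT, normalized to NEM inhibition, concentration-response curves fitted.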
B2AR arrestin: qHTS assay of beta-arrestin-biased ligands of beta2-adrenergic receptor; Beta-2 adrenergic receptor (Homo sapiens), P07550; Potency, µM (titrated, usually from 46.1 µM), inactives show top-dose activation, usual class: activators; AID 492947, 2010; hit rate 0.02% among 330,000; beta-arrestin recruitment to beta2AR, cell-based reporter;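 further: potency means the concentration at half of the fitted maximal effect; 0% = DMSO controls and full agonism = EC100 isoproterenol or metaproterenol; nearly all actives have a fitted effect of over 65% in size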
PTAP TSG101 blk: qHTS Assay for Iinhibitors of HIV-1 Budding by Blocking the Interaction of PTAP/TSG101 | Fluorescence polarization, FITC-PTAP peptide / Tsg101 binding | AID 493005, 2010 | Tumor susceptibility gene 101 protein (Homo sapiens), Q99816 | Potency, µM (top dose mostly 115 µM), for inactives: at the highest dose activity change, negative = inhibition, usual class: inhibitors | 340,000 tested, under 10 active; active means well fitted inhibition curve with a large enough effect in the main read-out, with a control signal flat, not every such curve was filed as active; inconclusive means small, poorly fitted or top-dose-only effect, or effect the other way, or a change in a side signal; inactive means no such curve, though single readings can be large or run the other way; further: potency means the concentration at half of the fitted maximal effect; % of control where 0% means no effect
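Fluorescence anisotropy tracks displacement of a FITC-tagged PTAP peptide (50 nM) from the Tsg101 binding domain (10 uM), following a 20 min room-temperature incubation at pH 7.5.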
ELG1 genotoxic: qHTS screen for small molecules that induce genotoxicity in human embryonic kidney (HEK293T) cells expressing luciferase-tagged ELG1; HEK293T ELG1-luciferase reporter, luminescence, 16 h; Potency, µM (titrated, usually from 46 µM), for the others: at the highest dose activity change, positive = activation, hits mostly activators; hit rate 1.3% among 330,000; AID 504466, 2011; further: potency means the concentration at half of the fitted maximal effect; % of control where 0% means no effect; nearly all actives have a fitted effect of over 60% in size
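Cells (2,000/well) expressing the ELG1-luciferase fusion are dosed by pin tool and kept 16 hr at 37 °C, 5% CO2. Signal comes from ONE-Glo luciferase reagent after 30 min at room temperature.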
TRPV1 agonist: HTS Assay for Compounds that Act as Agonists of the Vanilloid Receptor 1. Transient receptor potential cation channel subfamily V member 1 (Homo sapiens), Q8NER1. TRPV1-expressing cells, Fluo-8 calcium influx, agonist mode. activation, % at 8.33 µM. hit rate 0.19% among 320,000. AID 540275, 2011; in the data active means activation above about 80%; inconclusive means between about 30% and that limit; further: 0% is about no effect
Target sequence (Q8NER1 whole entry, looked up): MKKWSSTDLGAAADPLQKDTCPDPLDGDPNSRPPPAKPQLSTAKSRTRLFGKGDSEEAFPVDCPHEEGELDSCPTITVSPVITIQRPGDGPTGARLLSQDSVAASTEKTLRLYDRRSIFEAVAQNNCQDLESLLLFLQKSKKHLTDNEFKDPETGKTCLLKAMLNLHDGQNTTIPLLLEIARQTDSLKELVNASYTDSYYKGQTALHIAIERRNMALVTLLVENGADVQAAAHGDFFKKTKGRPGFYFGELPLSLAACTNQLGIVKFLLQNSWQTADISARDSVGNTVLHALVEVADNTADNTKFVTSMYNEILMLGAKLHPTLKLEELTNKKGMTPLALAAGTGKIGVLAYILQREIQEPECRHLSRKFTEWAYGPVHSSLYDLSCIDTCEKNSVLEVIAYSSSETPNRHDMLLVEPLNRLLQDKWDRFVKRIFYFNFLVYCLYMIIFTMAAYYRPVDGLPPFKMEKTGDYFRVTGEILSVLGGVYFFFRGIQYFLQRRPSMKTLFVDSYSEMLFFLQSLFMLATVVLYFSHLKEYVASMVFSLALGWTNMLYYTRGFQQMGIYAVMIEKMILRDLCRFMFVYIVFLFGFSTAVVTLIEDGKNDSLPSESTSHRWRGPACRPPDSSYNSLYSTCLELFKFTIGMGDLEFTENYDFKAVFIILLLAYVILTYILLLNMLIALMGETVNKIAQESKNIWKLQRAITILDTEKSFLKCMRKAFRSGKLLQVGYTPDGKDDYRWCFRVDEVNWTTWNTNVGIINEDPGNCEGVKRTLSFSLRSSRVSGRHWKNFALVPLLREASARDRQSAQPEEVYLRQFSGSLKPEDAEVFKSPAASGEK
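Fluo-8 calcium influx in TRPV1-expressing cells, kinetic read (ex 480/em 520 nm). Compound added and read 3 min for agonist activity, followed by capsaicin at EC20 final and 2 min further read for enhancement.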
S-ASM inh: Inhibitors of Secretory Acid Sphingomyelinase (S-ASM): qHTS. placental ASM, HMU-PC fluorogenic substrate, 60 min. Potency, µM (series often up to 57.5 µM), for inactives: top-dose activity change, negative = inhibition, usual class: inhibitors. hit rate 0.006% among 340,000. AID 504937, 2011; further: potency means the concentration at half of the fitted maximal effect
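Human placenta-derived ASM preincubated with compound 10 min at room temperature, then reacted with 9 uM (final) fluorogenic HMU-PC substrate for 60 min at 37 C. Stop solution raises pH to 10; fluorescence read at Ex 386/Em 447 nm.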
Eya2 inh: qHTS Assay for Inhibitors of the Phosphatase Activity of Eya2 | recombinant Eya2, OMFP fluorescence dephosphorylation (OMFP is methylfluorescein phosphate) | hit rate 0.006% among 330,000 | Potency, µM (highest dose often 76.9 µM), without a hit: at the top dose activity, negative = inhibition, hits mostly inhibitors | AID 488837, 2010; further: potency means the concentration at half of the fitted maximal effect; on the % scale 0 is the no-effect control and ±100 the full control effect
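Eya2 protein (added as 0.2 uM solution) was preincubated with compound for 10 min at ambient temperature in 50 mM HEPES pH 7.5, 50 mM NaCl, 5 uM MgCl2, 0.05% BSA, 1 mM DTT. OMFP (added at 50 uM) then reacted 10 min; fluorescence read at 485/525 nm.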
p53 reactivator: qHTS assay for re-activators of p53 using a Luc reporter; AID 504706, 2011; H1299 p53-A138V BP100-luciferase reporter, luminescence, 24 h; hit rate 0.063% among 320,000; Potency, µM (titrated, usually from 92.2 µM), without a hit: top-dose activity change, positive = activation, most hits filed as activators; further: potency means the concentration at half of the fitted maximal effect; % of control where 0% means no effect; nearly all actives have a fitted effect of over 45% in size
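p53-null H1299 cells stably carrying temperature-sensitive p53-A138V and a BP100-luciferase reporter were pinned with compounds (4-point, 1:5 series) and held 24 hrs at 37 deg C. Luminescence was read 10 min after detection reagent.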
a7 integrin act: qHTS for Activators of Integrin-Mediated Alleviation for Muscular Dystrophy. Potency, µM (highest dose often 38.3 µM), inactives show top-dose activation, most hits filed as activators. alpha7betagal myoblasts, beta-gal FDG fluorescence, 48 h. hit rate 0.064% among 350,000;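 further: potency means the concentration at half of the fitted maximal effect; 100% = response of the positive control SU9516; nearly all actives have a fitted effect of over 60% in size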
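alpha7betagal+/- myoblasts (passage 13, 250/well) treated 48 h at 37C with compounds at 1:260 dilution of DMSO stock. Lysed, then beta-galactosidase activity read as FDG fluorescence (ex 480/em 540) after 30 min, with pre-read for autofluorescence.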
uPA surface inh: qHTS for Inhibitors of Cell Surface uPA Generation | hit rate 0.31% among 330,000 | AID 540303, 2011 | Potency, µM (top dose mostly 38.3 µM), without a hit: at the highest dose activity change, negative = inhibition, hits mostly inhibitors | cell surface uPA generation assay, qHTS; active means well fitted inhibition curve with a large enough effect; inconclusive means small, poorly fitted or top-dose-only effect; inactive means no such curve, though single readings can be large or run the other way; tested in mouse RAW 264.7 cells; further: potency means the concentration at half of the fitted maximal effect; on the % scale 0 is the no-effect control and ±100 the full control effect; nearly all actives have a fitted effect of over 55% in size
An asterisk follows results filed as active; ? = inconclusive; nt = no result given; & = joins results of further samples; [ ] = another dose, or the depositor's remark. Unless noted, the call rests on the fitted dose curve; in most records, active means well fitted curve in the direction sought with a large enough effect; inconclusive means small, poorly fitted or top-dose-only effect, or another doubt; inactive means no such curve, though single readings can be large; an effect the other way counts as inactive or inconclusive.

SMILES,BRCA1 expr act,USP2a inh,B2AR arrestin,PTAP TSG101 blk,ELG1 genotoxic,TRPV1 agonist,S-ASM inh,Eya2 inh,p53 reactivator,a7 integrin act,uPA surface inh
Cc1cc(C)c(-n2c(O)c(/C=N/NC(=O)c3ccncc3)c(=O)[nH]c2=O)c(C)c1,-7%,6%,0.1%,-4%,0%,16,22%,2%,4%,-1%,5%
C=CCn1c(O)c(N=Nc2c(C)n(C)n(-c3ccccc3)c2=O)c(=O)[nH]c1=S,-49%,0%,-0.3%,0%,4%,-3,-3%,1%,28%,-26%,-8%
CC(=O)CC(c1ccccc1[N+](=O)[O-])c1c(O)c2ccccc2oc1=O (stereo unspecified),-13%,8%,-0.5%,0%,-1%,-1,-1%,-14%,20%,-16%,-1%
C=CCn1c(O)c(C(CC)=Nc2ccc(C(=O)O)cc2)c(=O)[nH]c1=O,2%,1%,0.2%,-11%,-1%,-2,2%,5%,2%,-2%,0%
CCOC(=O)C1C(=O)NC23CCCC2C1c1ccccc1O3 (stereo unspecified),0%,-5%,0.2%,-6%,0%,-2,5%,-13%,-9%,-5%,4%
CCCCCn1cc(C(=O)C(=O)N2CCOCC2)c2ccccc21,-4%,0%,0.7%,0%,2%,?,2%,4%,-1%,-1%,-1%
COc1cccc(NC(=O)[C@@H](NC(=O)N2C[C@H]3C[C@@H](C2)c2cccc(=O)n2C3)C(C)C)c1,0%,1%,-0.3%,0%,1%,1,-3%,7%,10%,7%,-2%
C=C(C=O)CC1CC(O)[C@]2(C)OC3CC4OC5C[C@]6(C)O[C@]7(C)CCC8OC9C[C@]%10(C)OC%11C(C)=CC(=O)OC%11CC%10OC9C[C@@H](C)C8OC7CC6O[C@]5(C)CC5OC5C4OC3CC2O1 (stereo partly specified),-27%,1%,?,0%,-17%,4,3%,?,-13%,-39%,nt
COC(=O)[C@@H]1C[C@@]1(C)[C@@H](NP(=O)(c1ccccc1)c1ccccc1)c1ccccc1,-11%,1%,-0.5%,1%,-1%,?,2%,-12%,0%,-17%,-14%
C=CCn1c(O)c(C(CC)=NCCN2CCOCC2)c(=O)[nH]c1=O,5%,?,-0.7%,-2%,-1%,4,2%,8%,0%,-15%,0%
O=C(O)CNC(=O)C(CS)Cc1ccccc1 (stereo unspecified),9%,0%,-0.1%,-1%,?,1,4%,4%&0%,3%,nt,1%
COc1ccccc1-n1c(-c2ccccc2Br)nc2ccccc2c1=O,-13%,-4%,5.2%,-2%,-5%,15,-4%,5%,-7%,?,-2%
CC(C)Cn1c(O)c(N=NC(=O)c2cccc(S(=O)(=O)N3CCCCC3)c2)c2ccccc21,-66%,0%,-0.1%,-2%,-8%,8,-11%,8%,-1%,-28%,?
Cc1ccc(OCC(=O)N2CCN(Cc3ccc4c(c3)OCO4)CC2)cc1,-23%,0%,0.4%,1%,-6%,?,2%,14%,-2%,13%,-1%
Oc1cc2c(cc1CN1CCN(c3ccc(F)cc3)CC1)OCO2,nt,-1%,-0.2%,1%,1%,-3,-1%,4%,1%,-14%,1%
Cc1nn(CC(=O)N2CCC3(CC2)OCCO3)c(=O)c2cc3ccccc3n12,-21%,0%,0.1%,-2%,-2%,1,0%,10%,-1%,2%,-2%
c1ccc(C(c2ccccc2)c2ccncc2)cc1,-7%,nt,nt,0%,nt,nt,-3%,nt,nt,-54%[inhibitor],2%
Clc1ccccc1CNC1CN2CCC1CC2 (stereo unspecified),59%,4%,-0.2%,-1%,0%,-1,6%,-2%,-5%,8%,-5%
CC(=O)Nc1cc([As](=O)(O)O)ccc1O,4%,5%&-11%,3.4%&2.2%,-6%,2%&-1%,2&0,-10%,?,0%&1%,nt,21%
Cn1cccc1CNCCc1ccccc1,nt,1%,-0.5%,nt,2%,-1,nt,-1%,-1%,nt,nt
Cc1cc(C)nc(/N=C(\N)c2c(O)[nH]c(=O)[nH]c2=O)n1,-1%[1.84 µM],8%,-0.1%,-4%,13%,-4,1%,-30%,?,-1%,0%
CCCCn1c(C)c(C(=O)O)c2cc(OC)ccc21,7%,0%,0.2%,-12%,-4%,9,-4%,4%,0%,-28%,-3%
O=C1CC2OCC=C3CN4CCC56c7cc([N+](=O)[O-])ccc7N1C5C2C3CC46 (stereo unspecified),32%,4%,-0.8%,-5%,-1%,1,1%,6%,1%,-31%,-9%
CCCCn1c(=O)c(C(=O)Nc2nc3ccccc3[nH]2)c(O)c2ccccc21,nt,0%,-0.1%,nt,?,0,nt,6%,18%,nt,nt
COc1ccc2c(c1OC)CN1CCc3cc4c(cc3[C@H]1C2)OCO4,-6%,-1%,0.1%,nt,-3%,2,8%,5%,3%,-13%,?

The list continues.
SMILES,BRCA1 expr act,USP2a inh,B2AR arrestin,PTAP TSG101 blk,ELG1 genotoxic,TRPV1 agonist,S-ASM inh,Eya2 inh,p53 reactivator,a7 integrin act,uPA surface inh
CC1=C(N2CC2)C(=O)C(CO)=C(N2CC2)C1=O,nt,nt,nt,-1%,nt,nt,5%,nt,nt,?,-14%
Nc1c2c(nc3ccccc13)CCCC2=O,57%,-1%,0.3%,1%,2%,3,83%[activator],-3%,5%,6%,2%
CC1=CC(=C2C(=O)NC(=O)NC2=O)C=C(C(F)(F)F)N1Cc1ccccc1,1%,2%,-0.2%,6%,-5%,1,-3%,5%,-5%,-18%,-8%
O=C(CN1CCOCC1)NCC(=O)Nc1ccc(Br)cc1C(=O)c1ccccc1,-9%,2%,0.0%,-7%,0%,1,0%,-15%,2%,4%,nt
CCN1CCN(C(=O)COc2ccc(S(=O)(=O)Nc3ccc(Cl)cc3)cc2)CC1,-30%,2%,0.3%,nt,-8%,1,-2%,7%,11%,?,-5%
COC(=O)C1=C(C(=O)OC)SC2(S1)C(C(=O)OC)=C(C(=O)OC)Sc1c2ssc1=O,-98%[inhibitor],nt,nt,1%,nt,nt,-1%,nt,nt,-58%[inhibitor],-8%
COc1ccccc1N=Cc1c(O)n(C)c(=O)n(C)c1=O,-16%,-1%,-0.3%,-6%,17%,1,10%,1%,?,8%,5%
CCCCC(=O)N/N=C/c1c(O)n(-c2ccccc2)c(=O)[nH]c1=O,11%,0%,0.0%,0%,0%,4,-2%,4%,1%,13%,-1%
C[C@]12C=CC(=O)C=C1CC[C@@H]1C2CC[C@]2(C)OC(=O)CCC12 (stereo partly specified),-12%,3%,-0.6%,0%,0%,-4,-1%,1%,1%,28%,13%

Two compounds picked at random from those above:
SMILES,BRCA1 expr act,USP2a inh,B2AR arrestin,PTAP TSG101 blk,ELG1 genotoxic,TRPV1 agonist,S-ASM inh,Eya2 inh,p53 reactivator,a7 integrin act,uPA surface inh
CCN1CCN(C(=O)COc2ccc(S(=O)(=O)Nc3ccc(Cl)cc3)cc2)CC1,-30%,2%,0.3%,nt,-8%,1,-2%,7%,11%,?,-5%
C[C@]12C=CC(=O)C=C1CC[C@@H]1C2CC[C@]2(C)OC(=O)CCC12 (stereo partly specified),-12%,3%,-0.6%,0%,0%,-4,-1%,1%,1%,28%,13%

Record cards, as listed above. Order of values: BRCA1 expr act | USP2a inh | B2AR arrestin | PTAP TSG101 blk | ELG1 genotoxic | TRPV1 agonist | S-ASM inh | Eya2 inh | p53 reactivator | a7 integrin act | uPA surface inh
C[C@]12C=CC(=O)C=C1CC[C@@H]1C2CC[C@]2(C)OC(=O)CCC12 (stereo partly specified) is entered as -12% | 3% | -0.6% | 0% | 0% | -4 | -1% | 1% | 1% | 28% | 13%
CC1=CC(=C2C(=O)NC(=O)NC2=O)C=C(C(F)(F)F)N1Cc1ccccc1 is entered as 1% | 2% | -0.2% | 6% | -5% | 1 | -3% | 5% | -5% | -18% | -8%

Not all compounds are listed; count on the stated rates, not on these rows.
